# CSN deneddyl inh = blocks human CSN-mediated cullin deneddylation; Q92905; Purified CSN, SCF-Nedd8-OG deneddylation, fluorescence polarization; inhibition, % at 12.5 µM; 0.38% of 360,000 active; AID 651999;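 active = pattern-corrected inhibition above about 35%, with an unprinted fluorescence ratio check between 0.5 and 1.5, limit read from the data, passing the limit was not always enough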;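 also: 0% = enzyme with substrate and 100% = substrate without enzyme; some results filed as inactive read as strong as hits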
#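 Schedule: reaction 90 min, room temperature / Assay system: HEK293T-derived human Csn5 enzyme / Input: Csn5 at 0.24 nM final / Measure: inhibition of Csn5 cleavage, % / Control set: substrate-only high control, full reaction low control / Technique: fluorescence polarization of the substrate / Buffer or medium: Tris/NaCl/DTT buffer, pH 7.5 / Reagent: SCFSkp2-Nedd8OG substrate at 10 nM final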
# Rpn11 block = inhibitors of human proteasome Rpn11; O00487; human 26S proteasome, Ub4-pepOG fluorescence polarization; 20S core pre-blocked with epoxomicin; calls only at 20 µM; 0.59% of 360,000 active; AID 588493;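 active = inhibition at 20 µM, scaled to each plate's controls, above about 33%, limit read from the data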
# Target sequence (O00487 whole entry, looked up): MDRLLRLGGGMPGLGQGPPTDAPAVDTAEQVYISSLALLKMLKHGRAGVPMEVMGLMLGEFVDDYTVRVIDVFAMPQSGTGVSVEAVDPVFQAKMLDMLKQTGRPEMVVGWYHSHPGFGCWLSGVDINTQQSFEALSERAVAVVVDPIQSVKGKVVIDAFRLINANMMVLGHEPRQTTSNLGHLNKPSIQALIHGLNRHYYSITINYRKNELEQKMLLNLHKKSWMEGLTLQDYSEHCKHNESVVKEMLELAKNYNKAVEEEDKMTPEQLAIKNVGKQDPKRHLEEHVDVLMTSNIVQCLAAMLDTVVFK
# NadD inh = inhibitors of Staphylococcus aureus NadD. purified NadD enzyme, colorimetric absorbance read-out. inhibition, % at 20 µM. 0.78% of 360,000 active; in the data active = inhibition above about 26%; also: some compounds past the cut are filed as inactive
# MT1-MMP act inh = MT1-MMP (human) activation inhibition. HT1080 RFP-PRO-GFP cells, GFP/RFP ratio fluorescence, overnight; percent of plate control window, DMSO zero. GFP/RFP ratio change, % at 20 µM. AID 651647. 0.061% of 360,000 active;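 active = GFP/RFP ratio change of at least 30% with cell ATP level not reduced by more than half and red fluorescence within 50% of control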; also: strong numbers were not always called active
#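 Test system: HT1080 cells expressing an RFP-PRO-GFP fluorescent reporter construct / Compound dosing: single-point 20 µM compound, 1% DMSO / Schedule: cells overnight before dosing, compound overnight, 37 °C, 5% CO2 / Evaluation: GFP/RFP fluorescence ratio / Control set: DMSO and RFP-L50D-GFP cell wells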
# MLLE-PAM2 inh = inhibitors of microRNA-mediated deadenylation, human PABP1 MLLE binding | P11940 | GST-MLLE / FITC-PAM2 fluorescence polarization | inhibition, % at 20 µM | 0.36% of 360,000 active; in the data active = inhibition above about 35%, passing the limit was not always enough;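 also: plate controls were DMSO wells with GST-MLLE for no effect and wells lacking GST-MLLE protein for full effect; some results filed as inactive read as strong as hits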
# Target sequence (P11940 whole entry, looked up): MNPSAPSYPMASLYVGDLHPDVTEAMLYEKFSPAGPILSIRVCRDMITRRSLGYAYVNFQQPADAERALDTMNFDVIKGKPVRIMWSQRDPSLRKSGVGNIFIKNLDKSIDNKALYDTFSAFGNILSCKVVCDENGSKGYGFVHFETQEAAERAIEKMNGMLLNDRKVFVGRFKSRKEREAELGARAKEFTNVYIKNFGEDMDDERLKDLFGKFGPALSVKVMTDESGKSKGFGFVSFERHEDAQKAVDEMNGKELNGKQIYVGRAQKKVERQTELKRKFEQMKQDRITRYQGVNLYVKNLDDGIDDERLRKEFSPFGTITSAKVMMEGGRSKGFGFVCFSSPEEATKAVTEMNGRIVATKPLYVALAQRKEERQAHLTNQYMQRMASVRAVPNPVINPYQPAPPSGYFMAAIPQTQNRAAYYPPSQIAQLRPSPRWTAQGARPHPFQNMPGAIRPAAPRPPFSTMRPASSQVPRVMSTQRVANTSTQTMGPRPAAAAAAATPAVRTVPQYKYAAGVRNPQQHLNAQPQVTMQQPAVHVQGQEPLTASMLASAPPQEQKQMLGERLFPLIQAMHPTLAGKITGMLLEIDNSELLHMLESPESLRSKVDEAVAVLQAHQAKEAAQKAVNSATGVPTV
# SKN-1 inh = blocks SKN-1 activity in C. elegans; C. elegans VP596 Pgst-4::GFP/RFP ratio, acrylamide-induced, 24 h; inhibition, % at 21.8 µM; 0.49% of 360,000 active;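 active = interference check ratio from 0.5 to 1.5 plus GFP to RFP signal ratio inhibition reaching or exceeding a fixed threshold, cut at about 30% in these data, passing the limit was not always enough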; also: some compounds called inactive have numbers as strong as hits
# Neddylation inh = blocks human cullin neddylation; TR-FRET cullin neddylation, biochemical; AID 651699; calls only at 25 µM; 0.58% of 360,000 active; in the data active = inhibition above about 36%
# FAS-TE inh = blocks the thioesterase domain of human fatty acid synthase | 0.67% of 360,000 active | recombinant FAS-TE, OMFH fluorogenic substrate, fluorescence endpoint | AID 602261 | inhibition, % at 15 µM;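 active = compounds whose normalised, plate-corrected inhibition of enzyme fluorescence in the single-dose primary screen is 50% or more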;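 also: 0% = DMSO with enzyme and 100% = substrate without enzyme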
# Rin1-Abl PPI inh = inhibitors of human Rin1-Abl protein interaction | TR-FRET Rin1/Abl binding, biochemical | 0.4% of 360,000 active | P00519+Q13671 | inhibition, % at 7.35 µM; in the data active = inhibition above about 5%, passing the limit was not always enough
# Starred values were filed as active, the others as inactive; i = inactive; nt = no result given; + = active, no number.
SMILES,CSN deneddyl inh,Rpn11 block,NadD inh,MT1-MMP act inh,MLLE-PAM2 inh,SKN-1 inh,Neddylation inh,FAS-TE inh,Rin1-Abl PPI inh
CCCS(=O)(=O)NC(=O)C1(C)CCCN(C(=O)c2cc3ccccc3s2)C1 (configuration not stated),-0.8,i,1.1,0.1,-0.5,-7.6,i,-6.7,-1.2
CCOC(=O)c1[nH]c2ccc(OC)cc2c1NC(=O)CN1CCSCC1,-4.1,i,5.2,-4.6,-3.9,0.2,nt,1.8,-6.5
CC(=O)Oc1c(-c2ccc(Br)o2)oc2ccccc2c1=O,3.7,i,-8.3,-77.4,-3.6,-1.1,nt,3.1,-2.4
COc1cc(C(=O)NCC(=O)NCCN2C(=O)S/C(=C\c3ccc4c(c3)OCO4)C2=O)cc(OC)c1OC,1.0,i,3.9,-0.8,13.2,5.8,i,2.6,-2.0
O=C(CCc1ccccc1)N1CCN(Cc2ccc(F)cc2Cl)CC1,0.7,i,-1.9,8.2,-4.4,-2.9,i,-2.3,0.2
Cc1c(C#N)c(N)nc(Cl)c1C#N,-8.2,i,-0.4,6.5,10.2,-1.7,i,1.5,2.2
Cc1ccc(S(=O)(=O)Nc2cc(=O)[nH]c(SCC(=O)Nc3cccc(C)c3)n2)cc1,-3.5,i,-6.0,1.0,15.2,-1.6,i,-4.4,-1.7
COc1ccc(NC(=O)CC2C(=O)OCC3CCCCN32)cc1Cl (configuration not stated),-4.1,i,1.6,-0.8,-5.4,5.9,i,-6.5,0.8
N/C(=N\OC(=O)C1CCCCC1)c1ccc(Br)cc1,2.9,i,2.6,0.0,0.1,-17.0,i,3.5,2.5
COCCCNC(=O)CCn1c(=O)c2ccccc2n(CC(=O)Nc2ccccc2C)c1=O,2.1,i,2.2,-0.1,0.5,-24.8,i,-6.3,-0.2
CN(C)CCC(=O)N1C/C(=C/c2ccccc2)C(=O)/C(=C\c2ccccc2)C1,7.4,i,-6.6,-10.2,5.6,1.2,i,2.2,2.9
CCOC(=O)C1=NN(c2ccc(OC)cc2)C(c2ccccc2)CC1=O (configuration not stated),-3.0,i,-2.5,3.7,-0.3,-6.2,i,0.8,-0.7

# Whole records as entered above. Order of values: CSN deneddyl inh	Rpn11 block	NadD inh	MT1-MMP act inh	MLLE-PAM2 inh	SKN-1 inh	Neddylation inh	FAS-TE inh	Rin1-Abl PPI inh
# COCCCNC(=O)CCn1c(=O)c2ccccc2n(CC(=O)Nc2ccccc2C)c1=O as listed: 2.1	i	2.2	-0.1	0.5	-24.8	i	-6.3	-0.2
# CCOC(=O)C1=NN(c2ccc(OC)cc2)C(c2ccccc2)CC1=O (configuration not stated) as listed: -3.0	i	-2.5	3.7	-0.3	-6.2	i	0.8	-0.7

# (more compounds)
SMILES,CSN deneddyl inh,Rpn11 block,NadD inh,MT1-MMP act inh,MLLE-PAM2 inh,SKN-1 inh,Neddylation inh,FAS-TE inh,Rin1-Abl PPI inh
CCCCC1=CC2=CC(=O)C(C)(OC(=O)CC)C(=O)C2=CN1Cc1ccccc1 (configuration not stated),7.1,i,8.5,-6.5,-20.0,10.4,i,-4.9,-0.1
CCCn1c(N)c(C(c2ccc(C(=O)OC)cc2)N2CCN(c3ccccc3)CC2)c(=O)[nH]c1=O (configuration not stated),-4.3,i,1.3,2.7,6.8,-5.6,i,0.8,-1.2
O=C(O)COc1ccc(/C=N/NC(=O)C(O)(c2ccccc2)c2ccccc2)cc1,0.4,i,-5.5,2.7,-3.3,39.6*,i,-1.1,-0.2
COc1cc(OC)cc(C(=O)c2c(C)c(C#N)c3ccccn23)c1,2.8,i,-6.1,-8.3,-1.4,0.6,i,27.0,1.8
O=C(Nc1c(Cl)ccc2nsnc12)c1ccc([N+](=O)[O-])o1,1.0,i,-5.4,6.3,6.9,4.8,i,-5.2,3.3
Cn1c(=O)c2c(nc(Cl)n2CC(=O)N2CCCCC2)n(C)c1=O,4.9,i,-0.8,1.7,-19.9,10.3,i,-3.1,-3.9
COc1ccc(Nc2nc(N3CCN(S(=O)(=O)N(C)C)CC3)nc3ccccc23)cc1,8.2,i,3.8,-8.2,-2.6,17.8,i,42.9,-0.9
CC1(C)CC(=O)C=C(c2n[nH]nc2-c2ccc(F)c(F)c2)C1,-1.7,i,-1.9,-2.8,15.7,3.9,i,-17.8,-5.1
O=C(Nc1ccccc1)c1cc(C2CCCN(C(=O)c3cccs3)C2)on1 (configuration not stated),5.3,i,-10.3,-0.1,-11.8,21.3,i,1.4,-6.3
CCOC(=O)c1cnc(SCC(=O)Nc2nc(C)c(C)s2)nc1N,3.6,i,7.8,-5.2,6.8,22.6,i,-3.8,3.5
CCc1ccc(N(C(=O)CCC(=O)Nc2cc(C)on2)C(C(=O)NC2CCCC2)c2ccco2)cc1 (configuration not stated),2.3,i,0.2,-8.4,-9.2,26.5,i,10.0,-0.8
O=C(CCC1CCCN(Cc2cccc(Cl)c2)C1)NCc1ccccc1F (configuration not stated),-0.4,i,-4.8,5.0,-4.5,13.2,i,0.8,-1.3
CN(C)NC(=O)C(NC(=O)c1ccccc1)C12CC3CC(CC(C3)C1)C2 (configuration not stated),-1.0,i,1.8,5.4,-1.0,-16.1,i,-6.8,5.2
CC(C)(C)c1ccc(/C=N/NC(=O)Cc2c[nH]c3ccccc23)cc1,0.4,i,-1.2,3.3,-4.8,-5.4,i,21.6,4.3
Cc1ccc(CCN2CC(C(=O)NCc3cccnc3)CC2=O)cc1 (configuration not stated),-1.1,i,-7.2,2.2,7.0,-12.2,i,-6.9,-1.1
CCOC(=O)Nc1sc2c(c1C#N)CCC(C)C2 (configuration not stated),-2.0,i,-8.0,-1.9,4.7,-1.9,i,5.6,1.9
O=C(c1cc(C2CC2)nn1-c1ccccc1)N1CCN(Cc2ccccc2)CC1,-6.2,i,7.2,2.2,3.1,3.8,i,-2.6,-2.7
O=C(NNC(=O)C1CC=CCC1C(=O)O)c1ccc(Cl)cc1 (configuration not stated),-20.5,i,-2.6,-0.1,12.5,4.9,i,2.8,0.7
CC1CCCC(C)N1C(=O)CN1C(=O)c2ccccc2S1(=O)=O (configuration not stated),-0.9,i,-2.9,-0.3,-4.5,3.3,i,-6.9,-0.8
O=C(NCc1ccc2c(c1)OCO2)C1CC(=O)N(C2CCCCCCC2)C1 (configuration not stated),-0.5,i,-4.1,2.4,-1.9,11.7,i,5.7,2.0
Cc1ccc(C)c(OCc2cc(C(=O)NC3CCN(Cc4ccccc4)CC3)no2)c1,1.1,i,0.3,-3.9,-2.2,-7.8,i,19.1,-4.2
CC(C)(C)NC(=O)CN(C(=O)c1ccc(Cl)nc1)c1cccc2ccccc12,1.0,i,5.5,-10.0,-2.0,10.5,i,4.2,-1.6
CCc1cc(=O)oc2cc(OC3CCCCC3=O)ccc12 (configuration not stated),-1.5,i,-2.6,1.9,-12.2,-2.2,nt,-2.2,-2.2
CC(=O)c1ccc(OCC(C)C)c(CN2CCCCC2)c1,-7.1,i,-4.4,3.8,-6.1,2.3,i,-12.5,-0.1

# A different layout for part of the listing above:
SMILES | CSN deneddyl inh | Rpn11 block | NadD inh | MT1-MMP act inh | MLLE-PAM2 inh | SKN-1 inh | Neddylation inh | FAS-TE inh | Rin1-Abl PPI inh
CCc1cc(=O)oc2cc(OC3CCCCC3=O)ccc12 (configuration not stated) | -1.5 | i | -2.6 | 1.9 | -12.2 | -2.2 | nt | -2.2 | -2.2
CC(=O)c1ccc(OCC(C)C)c(CN2CCCCC2)c1 | -7.1 | i | -4.4 | 3.8 | -6.1 | 2.3 | i | -12.5 | -0.1

# Next section
SMILES,CSN deneddyl inh,Rpn11 block,NadD inh,MT1-MMP act inh,MLLE-PAM2 inh,SKN-1 inh,Neddylation inh,FAS-TE inh,Rin1-Abl PPI inh
O=[N+]([O-])c1ccc(-n2cccn2)c(-c2nn[nH]n2)c1,3.9,i,-7.2,0.7,-6.4,3.9,i,-2.2,-2.0
COC(=O)c1cccc(NC(=O)CCCN2C(=O)NC3(CCCC3)C2=O)c1,4.5,i,1.7,3.9,-7.4,10.6,i,-3.4,-1.8
CN(C)S(=O)(=O)c1cccc(-c2nn(-c3ccccc3)cc2/C=C(/C#N)C(=O)NCc2ccco2)c1,2.1,i,6.7,3.2,-18.5,0.1,i,31.2,-0.3
Cc1cc(C)cc(-n2ncc3c2CCCC3NC(=O)c2ccccc2N2CCOCC2)c1 (configuration not stated),-1.6,i,-4.6,-7.4,11.3,-4.1,i,0.9,1.9
CC(C)OP(=O)(Nc1cccc2ccccc12)OC(C)C,-2.3,i,-4.1,0.4,10.9,1.0,i,-6.3,3.0
COc1ccc(/C=N/NC(=O)c2ccn[nH]2)cc1Cn1cc([N+](=O)[O-])cn1,-1.6,i,1.5,-0.8,0.0,-5.0,i,4.4,-2.4
CCCn1nc2cc(C(=O)NCc3ccc(C)cc3)ccc2c1OCC,0.4,i,-2.1,3.6,6.5,0.7,nt,-7.6,-0.7
CCn1cc(/C=C(\NC(=O)c2cc(OC)c(OC)c(OC)c2)C(=O)N2CCOCC2)c2ccccc21,-2.7,i,-4.9,-1.5,6.6,-1.3,i,-3.9,-4.2
CN(Cc1ccccc1)Cc1cc(=O)oc2ccccc12,2.0,i,-3.0,1.1,-5.6,0.2,i,5.1,-1.1
COc1cccc(CNC(=O)COC(=O)C2CC3CCCC(C2)C3=O)c1 (configuration not stated),2.2,i,-3.2,-4.7,3.8,16.3,i,-2.9,2.5
N#Cc1c(-c2cccc([N+](=O)[O-])c2)nc2n(c1=O)CCS2,2.8,i,0.5,-0.4,-13.2,-3.6,i,3.4,-0.9
Cc1ccc(S(=O)(=O)N2CCN(C(=O)C3CCCC3)CC2)cc1C,5.5,i,-5.8,1.9,-8.3,8.1,i,8.5,2.2
CCCC(=O)Nc1ccc(C(=O)NNC(=O)c2cccc([N+](=O)[O-])c2)cc1,-15.7,i,-0.3,1.3,7.5,-5.6,i,1.2,2.5
O=C(C1CCCCC1)N1CCN(S(=O)(=O)c2ccc(Cl)cc2)CC1,2.0,i,4.1,-0.7,13.8,36.9*,i,1.1,0.5
C[C@H]1CN([C@@H](C)CO)C(=O)CCCn2nncc2CO[C@H]1CN(C)C(=O)Nc1cccc2ccccc12,0.0,i,-6.2,2.2,-0.5,-13.9,i,-6.4,2.6
COc1cc2c(cc1/C=C/C(=O)O)OC(C)C2 (configuration not stated),-2.6,i,-1.3,3.9,-5.3,-6.7,nt,-4.4,-0.1
Cc1ccc(NC(=S)N(CCN(C)C)C(C)c2ccco2)c(C)c1 (configuration not stated),1.7,i,0.5,6.5,8.2,-3.2,i,0.7,-0.3
COc1ccc(C(O)(C(=O)NNc2ccc(C)cc2)c2cccs2)cc1 (configuration not stated),2.5,i,3.1,6.0,5.3,-11.1,i,-0.7,3.0
Cc1cc(C)nc(NC(=O)c2csnn2)c1,-5.2,i,1.7,1.0,8.2,-5.1,i,-4.8,3.6
Cc1c(F)cccc1NS(=O)(=O)c1ccc(OCCNS(C)(=O)=O)cc1,-6.5,i,-5.0,-4.1,3.0,-1.5,i,-7.5,-0.7
COc1cc2cc(C(=O)N/N=C/c3ccc(F)cc3)[nH]c2cc1OC,1.2,i,1.5,8.3,5.5,-5.2,+,-0.8,0.8
COc1ccc(CCn2c(-c3cccc([N+](=O)[O-])c3)nc3nc4ccccc4nc32)cc1,0.7,i,-4.7,2.4,1.5,-6.6,i,-2.2,-1.5
O=S(=O)(NCCNS(=O)(=O)c1c(F)cccc1F)c1ccc2c(c1)OCCO2,2.2,i,-5.8,1.2,8.0,7.3,i,-8.6,5.0

# Bioassay records: PubChem BioAssay, several laboratories

# An unsorted share of the library. About 3.9% of those tested had a hit in this group.
